Assay outcomes (PubChem)
GPR151 activ: activators of human GPR151; Q8TDV0; PathHunter beta-arrestin GPR151 cells, luminescence; activation, % at 11.2 µM; 1% of 650,000 active; in the data active means activation above about 4.9%;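 further: 0% = median of compound wells and 100% = cells with positive control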
Target sequence (Q8TDV0 whole entry, looked up): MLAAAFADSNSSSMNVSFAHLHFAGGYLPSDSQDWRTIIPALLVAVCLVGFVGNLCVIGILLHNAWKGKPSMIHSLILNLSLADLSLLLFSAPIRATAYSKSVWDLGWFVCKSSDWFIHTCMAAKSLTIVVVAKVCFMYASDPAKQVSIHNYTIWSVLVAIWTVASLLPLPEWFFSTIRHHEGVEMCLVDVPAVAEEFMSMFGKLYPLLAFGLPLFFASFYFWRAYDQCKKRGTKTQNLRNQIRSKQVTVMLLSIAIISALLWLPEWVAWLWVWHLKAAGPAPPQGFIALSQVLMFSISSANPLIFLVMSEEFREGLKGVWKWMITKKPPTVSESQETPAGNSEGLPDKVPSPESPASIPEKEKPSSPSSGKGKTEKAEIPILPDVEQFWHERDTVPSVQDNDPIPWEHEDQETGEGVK
MITF inh: blocks human microphthalmia-associated transcription factor; O75030; AlphaScreen MITF homodimerization, bead proximity signal; inhibition, % at 2.6 µM; 0.91% of 650,000 active; AID 1259374; in the data active means inhibition above about 50%;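 further: 0% = vehicle wells with protein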
FBW7 act: activators of human E3 ligase FBW7; Q969H0; AlphaScreen FBW7–phospho-cyclin E peptide binding, activator screen; normalized activity (activation), % at 26.1 µM; 0.13% of 650,000 active; AID 1259310; in the data active means normalized activity above about 1.9%;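 further: purified mutant Fbw7 with reduced substrate affinity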
Target sequence (Q969H0 whole entry, looked up): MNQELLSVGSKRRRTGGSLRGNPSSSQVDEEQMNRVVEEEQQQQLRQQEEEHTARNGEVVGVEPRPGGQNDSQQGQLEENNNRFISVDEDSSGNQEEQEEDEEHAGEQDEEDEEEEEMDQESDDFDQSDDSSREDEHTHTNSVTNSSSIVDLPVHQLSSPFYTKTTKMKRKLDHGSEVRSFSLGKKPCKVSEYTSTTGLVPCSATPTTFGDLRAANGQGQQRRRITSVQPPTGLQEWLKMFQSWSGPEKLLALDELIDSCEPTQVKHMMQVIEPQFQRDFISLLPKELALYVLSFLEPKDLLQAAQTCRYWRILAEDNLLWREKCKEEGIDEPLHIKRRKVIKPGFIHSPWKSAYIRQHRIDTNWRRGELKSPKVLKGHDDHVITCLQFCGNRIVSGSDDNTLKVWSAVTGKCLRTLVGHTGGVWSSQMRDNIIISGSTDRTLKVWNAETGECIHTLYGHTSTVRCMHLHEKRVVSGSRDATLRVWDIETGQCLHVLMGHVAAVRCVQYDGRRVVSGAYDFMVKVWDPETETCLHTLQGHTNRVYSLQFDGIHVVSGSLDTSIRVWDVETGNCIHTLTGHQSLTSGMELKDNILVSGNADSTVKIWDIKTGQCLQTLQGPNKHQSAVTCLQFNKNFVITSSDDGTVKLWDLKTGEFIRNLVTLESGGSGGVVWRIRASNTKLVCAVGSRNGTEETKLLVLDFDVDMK
TEAD-YAP inh: TEAD-YAP interaction inhibition; HEK-TIYL cells, TEAD-Gal4/YAP UAS-luciferase luminescence; inhibition, % at 9.12 µM; 1.4% of 640,000 active; in the data active means inhibition above about 32%;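 further: 0% = median of test compound wells and 100% = reference inhibitor wells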
An asterisk follows results filed as active.

Start of the data: the first 7 entries as a preview:
What do the screens show for `Cc1nc(Cl)cc(N/N=C/c2cccc(Cl)c2)n1`?
GPR151 activ: 0.0; MITF inh: 6.3; FBW7 act: 0.0; TEAD-YAP inh: -10.4

What do the screens show for `NC(C(=O)N1CCC(Nc2ccc3[nH]ncc3c2)C1)c1ccc(F)cc1F` (stereo unspecified)?
GPR151 activ: 1.1; MITF inh: 32.9; FBW7 act: -0.3; TEAD-YAP inh: -0.8

Results for O=C(O)C1C2C=CC(O2)C1C(=O)NCCc1ccccc1 (stereo unspecified) ?
GPR151 activ: 0.7; MITF inh: 6.8; FBW7 act: -0.2; TEAD-YAP inh: 12.8

What do the screens show for `CCOC(=O)C1=C(N)OC2=C(C(=O)CC(C)(C)C2)C1c1ccccc1C` (stereo unspecified)?
GPR151 activ: -0.6; MITF inh: 13.4; FBW7 act: 0.3; TEAD-YAP inh: 12.5

What do the screens show for `O=C1Nc2cc(C(=O)N3CCN(c4cccc(C(F)(F)F)c4)CC3)ccc2NC1CSCc1c(F)cccc1Cl` (stereo unspecified)?
GPR151 activ: -0.8; MITF inh: 4.4; FBW7 act: 0.5; TEAD-YAP inh: -1.7

Results for Cc1ccc(C(=O)N/C(=C\c2ccc(Br)cc2)C(=O)Nc2cccc([N+](=O)[O-])c2)cc1 ?
GPR151 activ: 0.4; MITF inh: -3.7; FBW7 act: -0.3; TEAD-YAP inh: -9.9

How did Cc1ccc(CN2CCN(Cc3ccccc3F)C(CCO)C2)cc1 (stereo unspecified) do in these assays?
GPR151 activ: 2.4; MITF inh: -4.5; FBW7 act: 0.1; TEAD-YAP inh: -13.0

Results (from the top)
What do the screens show for `Cc1nc(Cl)cc(N/N=C/c2cccc(Cl)c2)n1`?
GPR151 activ: 0.0; MITF inh: 6.3; FBW7 act: 0.0; TEAD-YAP inh: -10.4

What do the screens show for `NC(C(=O)N1CCC(Nc2ccc3[nH]ncc3c2)C1)c1ccc(F)cc1F` (stereo unspecified)?
GPR151 activ: 1.1; MITF inh: 32.9; FBW7 act: -0.3; TEAD-YAP inh: -0.8

Results for O=C(O)C1C2C=CC(O2)C1C(=O)NCCc1ccccc1 (stereo unspecified) ?
GPR151 activ: 0.7; MITF inh: 6.8; FBW7 act: -0.2; TEAD-YAP inh: 12.8

What do the screens show for `CCOC(=O)C1=C(N)OC2=C(C(=O)CC(C)(C)C2)C1c1ccccc1C` (stereo unspecified)?
GPR151 activ: -0.6; MITF inh: 13.4; FBW7 act: 0.3; TEAD-YAP inh: 12.5

What do the screens show for `O=C1Nc2cc(C(=O)N3CCN(c4cccc(C(F)(F)F)c4)CC3)ccc2NC1CSCc1c(F)cccc1Cl` (stereo unspecified)?
GPR151 activ: -0.8; MITF inh: 4.4; FBW7 act: 0.5; TEAD-YAP inh: -1.7

Results for Cc1ccc(C(=O)N/C(=C\c2ccc(Br)cc2)C(=O)Nc2cccc([N+](=O)[O-])c2)cc1 ?
GPR151 activ: 0.4; MITF inh: -3.7; FBW7 act: -0.3; TEAD-YAP inh: -9.9

How did Cc1ccc(CN2CCN(Cc3ccccc3F)C(CCO)C2)cc1 (stereo unspecified) do in these assays?
GPR151 activ: 2.4; MITF inh: -4.5; FBW7 act: 0.1; TEAD-YAP inh: -13.0

How did Cc1cc(Cl)ccc1NC(=O)c1ccc(NC(=O)c2ccccc2C)cc1 do in these assays?
GPR151 activ: -2.2; MITF inh: -2.0; FBW7 act: -0.1; TEAD-YAP inh: -31.4

What do the screens show for `COc1ccccc1CN[C@H]1C[C@H]2C(=O)N3CCC[C@@H]3C(=O)N2C1`?
GPR151 activ: -1.8; MITF inh: 4.0; FBW7 act: -0.1; TEAD-YAP inh: -5.5

What do the screens show for `CCN1C(=O)C(CC(=O)Nc2ccc(OC)cc2)N(Cc2cccnc2)C1=S` (stereo unspecified)?
GPR151 activ: 0.2; MITF inh: -10.0; FBW7 act: -0.2; TEAD-YAP inh: -19.7

Results for O=C1C2C3C=CC(C3)C2C(=O)N1CC1CCCO1 (stereo unspecified) ?
GPR151 activ: -0.3; MITF inh: 5.2; FBW7 act: 0.0; TEAD-YAP inh: 0.5

What do the screens show for `CCc1nnc(NC(=O)c2nc3c(nnn3Cc3ccccc3Cl)c(=O)[nH]2)s1`?
GPR151 activ: -1.3; MITF inh: 20.7; FBW7 act: 0.9; TEAD-YAP inh: -8.2

How did O=C(Nc1ccc(Cl)cc1C(=O)NCCO)c1ccco1 do in these assays?
GPR151 activ: 0.7; MITF inh: 12.9; FBW7 act: -0.1; TEAD-YAP inh: 10.8

How did O=C(CSc1nccn1Cc1ccc(F)cc1)NCc1ccco1 do in these assays?
GPR151 activ: 1.0; MITF inh: -5.1; FBW7 act: -0.1; TEAD-YAP inh: -2.3

How did O=C1CC(NCc2cccnc2)C(=O)N1c1ccc(Cl)cc1 (stereo unspecified) do in these assays?
GPR151 activ: 1.0; MITF inh: 3.5; FBW7 act: -0.1; TEAD-YAP inh: -2.2

What do the screens show for `Cc1cccc(NC(=O)CCC2CCN(C3CSCCSC3)CC2)c1`?
GPR151 activ: 0.8; MITF inh: 10.0; FBW7 act: 0.0; TEAD-YAP inh: -2.6

What do the screens show for `CC(C)C(NC(=O)c1c(F)cccc1F)C(=O)N1CCCCCC1` (stereo unspecified)?
GPR151 activ: -1.5; MITF inh: -6.2; FBW7 act: 0.3; TEAD-YAP inh: -9.7

What do the screens show for `COc1cc(C2NC(=O)c3sc(=S)n(-c4ccccc4)c3N2)ccc1OCc1ccc(Cl)cc1Cl` (stereo unspecified)?
GPR151 activ: 1.3; MITF inh: 27.9; FBW7 act: 0.3; TEAD-YAP inh: 2.4

What do the screens show for `O=C(CN1CCN(Cc2ccccc2)CC1)Nc1cccc(Br)c1`?
GPR151 activ: 1.1; MITF inh: 1.4; FBW7 act: 0.0; TEAD-YAP inh: 5.6

Results for CC1=NN(c2ccccc2)C(=O)/C1=C\c1ccc(NC(=O)c2ccco2)cc1 ?
GPR151 activ: -2.4; MITF inh: -1.8; FBW7 act: -1.1; TEAD-YAP inh: -12.5

What do the screens show for `CCCCNC(=O)c1c(NC(=O)c2ccccc2)sc2c1CCCC2`?
GPR151 activ: -0.2; MITF inh: 14.0; FBW7 act: 0.2; TEAD-YAP inh: 3.3

Results for COc1ccc(-c2cc(C(=O)NC3CCCC3)no2)cc1 ?
GPR151 activ: -0.5; MITF inh: 1.2; FBW7 act: 0.0; TEAD-YAP inh: -71.7

How did COCCNC(=O)c1n[nH]c2ccccc12 do in these assays?
GPR151 activ: -0.2; MITF inh: -8.0; FBW7 act: -0.1; TEAD-YAP inh: -24.1

How did COCCN(C(=S)Nc1ccc(OC)cc1)C(C)c1ccco1 (stereo unspecified) do in these assays?
GPR151 activ: 0.2; MITF inh: -1.9; FBW7 act: 0.1; TEAD-YAP inh: -10.7

What do the screens show for `Fc1ccccc1N1CCN(c2c3c(nc4nncn24)CCC3)CC1`?
GPR151 activ: 4.8; MITF inh: 11.5; FBW7 act: -0.1; TEAD-YAP inh: 1.0

What do the screens show for `COC(=O)C1=C(O)CCN(C)C1`?
GPR151 activ: -0.9; MITF inh: 12.1; FBW7 act: 0.9; TEAD-YAP inh: -0.9

How did CCOc1ccc(NC(=O)c2oc3ccccc3c2NC(=O)C2CC2)cc1 do in these assays?
GPR151 activ: 0.2; MITF inh: 4.7; FBW7 act: 0.9; TEAD-YAP inh: 16.4

What do the screens show for `O=C(CN(c1cccc([N+](=O)[O-])c1)S(=O)(=O)c1ccccc1)N1CCOCC1`?
GPR151 activ: 0.2; MITF inh: 1.0; FBW7 act: 0.2; TEAD-YAP inh: -2.2

How did COc1cc(CNCCO)cc(I)c1OC do in these assays?
GPR151 activ: 0.8; MITF inh: -7.9; FBW7 act: 0.0; TEAD-YAP inh: 10.2

What do the screens show for `O=C(CN1C(=O)COc2ccccc21)N1CCCCC1`?
GPR151 activ: 0.1; MITF inh: 2.3; FBW7 act: 0.1; TEAD-YAP inh: -10.3

How did CCCCCC1CCC(c2ccc(-c3noc(-c4ccccc4Br)n3)cc2)CC1 (stereo unspecified) do in these assays?
GPR151 activ: -0.9; MITF inh: -2.6; FBW7 act: 0.0; TEAD-YAP inh: -4.5

How did Cc1[nH][nH]c(=O)c1C(c1ccc(Cl)cc1)c1c(C)[nH][nH]c1=O do in these assays?
GPR151 activ: -0.7; MITF inh: 16.2; FBW7 act: -0.1; TEAD-YAP inh: 5.5

How did COc1ccc(Cc2nnc(NC(=O)C34CC5CC(CC(C5)C3)C4)s2)cc1 do in these assays?
GPR151 activ: 0.8; MITF inh: -7.5; FBW7 act: -0.1; TEAD-YAP inh: -0.1

What do the screens show for `O=C(Cn1ncc2c1-c1ccccc1OC2)Nc1ccc(Cl)cc1`?
GPR151 activ: -0.2; MITF inh: 8.5; FBW7 act: 0.1; TEAD-YAP inh: 8.9

What do the screens show for `N#C/C=C1\n2c(nc3ccccc32)OC12CCCCC2`?
GPR151 activ: -0.4; MITF inh: -4.0; FBW7 act: 0.1; TEAD-YAP inh: 1.8

How did COc1ccc(OC)c(S(=O)(=O)N(C)CC(=O)Nc2ccc(F)c(Cl)c2)c1 do in these assays?
GPR151 activ: 2.1; MITF inh: 10.8; FBW7 act: 0.1; TEAD-YAP inh: -4.5

How did Cc1ccc(-c2c(C)n([O-])cc(-c3ccccc3)[n+]2=O)cc1 do in these assays?
GPR151 activ: -0.6; MITF inh: 12.6; FBW7 act: 0.1; TEAD-YAP inh: -13.2

How did CC(=O)Oc1cccc(/C=C2\N=C(c3ccc([N+](=O)[O-])cc3Cl)OC2=O)c1 do in these assays?
GPR151 activ: -0.2; MITF inh: 5.1; FBW7 act: -0.1; TEAD-YAP inh: -2.9

What do the screens show for `COc1cc(Cl)c(/C=N/NC(=O)c2ccncc2)cc1OC`?
GPR151 activ: -0.7; MITF inh: 8.3; FBW7 act: 0.0; TEAD-YAP inh: -21.5

How did O=C(CN1Cc2ccccc2C1=O)Nc1ccc(OC(F)(F)F)cc1 do in these assays?
GPR151 activ: -0.5; MITF inh: -4.3; FBW7 act: 0.0; TEAD-YAP inh: -7.0

What do the screens show for `COc1cc(OC)cc(C(=O)OCC(=O)NC(C)(C)C)c1`?
GPR151 activ: 3.3; MITF inh: -0.1; FBW7 act: -0.3; TEAD-YAP inh: 2.1

Results for COCCNc1nc2ccccc2c2nc(-c3ccncc3)nn12 ?
GPR151 activ: -0.6; MITF inh: 3.6; FBW7 act: 0.3; TEAD-YAP inh: -13.9

What do the screens show for `CCOc1ccc(N(CC(=O)N2CCN(CC)CC2)S(=O)(=O)c2ccccc2)cc1`?
GPR151 activ: 0.0; MITF inh: -1.6; FBW7 act: -0.1; TEAD-YAP inh: 2.3

How did Cc1ccc(-c2nc(CS(=O)CC(=O)N3CCN(c4ccccc4)CC3)c(C)o2)cc1 (stereo unspecified) do in these assays?
GPR151 activ: 1.0; MITF inh: 0.6; FBW7 act: -0.1; TEAD-YAP inh: 18.8

How did C[C@@H](O)[C@@H]1NC(=O)[C@@H]2C[C@H](NC(=O)c3cnn(-c4ccccc4)c3C(F)(F)F)CN2C1=O do in these assays?
GPR151 activ: -1.3; MITF inh: 15.4; FBW7 act: 0.1; TEAD-YAP inh: 10.5

Results for Cn1c(=O)c(-c2ccc3ccccc3n2)cc2cc(Br)ccc21 ?
GPR151 activ: 1.0; MITF inh: 0.1; FBW7 act: -0.1; TEAD-YAP inh: -6.5

How did CC(=O)N(C1=C(N2CCCC2)C(=O)c2ccccc2C1=O)c1ccc(F)c(F)c1 do in these assays?
GPR151 activ: -3.6; MITF inh: -17.6; FBW7 act: 0.0; TEAD-YAP inh: 22.3

How did CCN(CCn1cccn1)Cc1ccccc1OCC(O)CN1CCc2ccccc2C1 (stereo unspecified) do in these assays?
GPR151 activ: -0.4; MITF inh: -3.4; FBW7 act: 0.0; TEAD-YAP inh: -5.2

Results for CC(=O)CC1=CC(=O)Nc2ccccc2N1 ?
GPR151 activ: 0.1; MITF inh: 4.6; FBW7 act: 0.1; TEAD-YAP inh: -9.7

Results for CCOC(=O)c1c(C)[nH]c(C)c1C(=O)CN1C(=O)NC(CC(C)C)C1=O (stereo unspecified) ?
GPR151 activ: -1.5; MITF inh: -9.5; FBW7 act: -0.1; TEAD-YAP inh: -5.7

How did O=C(CCc1ccco1)N1CCCC(c2[nH]ncc2-c2ccccc2)C1 (stereo unspecified) do in these assays?
GPR151 activ: 0.6; MITF inh: 13.4; FBW7 act: -0.1; TEAD-YAP inh: 10.2

Results for CC1(C)CC(=O)C=C(N2CCN(C3=CC(=O)CC(C)(C)C3)CC2)C1 ?
GPR151 activ: -0.7; MITF inh: 1.2; FBW7 act: -0.1; TEAD-YAP inh: 11.4

Results for O=C(NC1CCN(Cc2ccccc2)CC1)c1csc(N2CCOCC2)n1 ?
GPR151 activ: 1.0; MITF inh: 15.6; FBW7 act: 0.2; TEAD-YAP inh: 5.3

What do the screens show for `Cc1ccc(-n2ncc3c(=O)n(Cc4ccc([N+](=O)[O-])cc4)cnc32)cc1C`?
GPR151 activ: 0.2; MITF inh: -7.4; FBW7 act: -0.1; TEAD-YAP inh: -2.3

Results for CCN1CCc2c(sc(NC(=O)c3cc4cc([N+](=O)[O-])ccc4s3)c2C(N)=O)C1 ?
GPR151 activ: 0.6; MITF inh: 4.1; FBW7 act: -0.1; TEAD-YAP inh: 4.8

Results for COc1cc(Cl)c(C)cc1Nc1ncnc2sccc12 ?
GPR151 activ: -0.9; MITF inh: -3.1; FBW7 act: 0.0; TEAD-YAP inh: -18.0

What do the screens show for `COc1ccccc1CNC(=O)C1CCCN1c1nn2c(=O)cc(C)nc2s1` (stereo unspecified)?
GPR151 activ: 2.4; MITF inh: -2.5; FBW7 act: -0.1; TEAD-YAP inh: -7.7

What do the screens show for `Cc1ccc(C)n1-c1cccnc1`?
GPR151 activ: 0.0; MITF inh: 18.2; FBW7 act: -0.1; TEAD-YAP inh: 13.5

Outcome played no part in choosing rows; any-hit rate near 3.4%.
